# VLA-4 antagonist: inhibitors of LDV-FITC binding to Mn2+-activated VLA-4, primary screen, Jurkat cells. 0.2% of 24,000 active. Integrin alpha-4 (Homo sapiens), P13612. LDV-FITC binding with Mn2+, flow cytometry; 100% = Mn2+-driven binding gain fully reversed. inhibition, % at 10 µM (by protocol);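 active = inhibition above 50%; inconclusive = compound itself fluorescent, judged against control cell fluorescence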;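 also: 0% = Mn2+ stimulated cells lacking compound and 100% = ligand binding without Mn2+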
# Target sequence (P13612 whole entry, looked up): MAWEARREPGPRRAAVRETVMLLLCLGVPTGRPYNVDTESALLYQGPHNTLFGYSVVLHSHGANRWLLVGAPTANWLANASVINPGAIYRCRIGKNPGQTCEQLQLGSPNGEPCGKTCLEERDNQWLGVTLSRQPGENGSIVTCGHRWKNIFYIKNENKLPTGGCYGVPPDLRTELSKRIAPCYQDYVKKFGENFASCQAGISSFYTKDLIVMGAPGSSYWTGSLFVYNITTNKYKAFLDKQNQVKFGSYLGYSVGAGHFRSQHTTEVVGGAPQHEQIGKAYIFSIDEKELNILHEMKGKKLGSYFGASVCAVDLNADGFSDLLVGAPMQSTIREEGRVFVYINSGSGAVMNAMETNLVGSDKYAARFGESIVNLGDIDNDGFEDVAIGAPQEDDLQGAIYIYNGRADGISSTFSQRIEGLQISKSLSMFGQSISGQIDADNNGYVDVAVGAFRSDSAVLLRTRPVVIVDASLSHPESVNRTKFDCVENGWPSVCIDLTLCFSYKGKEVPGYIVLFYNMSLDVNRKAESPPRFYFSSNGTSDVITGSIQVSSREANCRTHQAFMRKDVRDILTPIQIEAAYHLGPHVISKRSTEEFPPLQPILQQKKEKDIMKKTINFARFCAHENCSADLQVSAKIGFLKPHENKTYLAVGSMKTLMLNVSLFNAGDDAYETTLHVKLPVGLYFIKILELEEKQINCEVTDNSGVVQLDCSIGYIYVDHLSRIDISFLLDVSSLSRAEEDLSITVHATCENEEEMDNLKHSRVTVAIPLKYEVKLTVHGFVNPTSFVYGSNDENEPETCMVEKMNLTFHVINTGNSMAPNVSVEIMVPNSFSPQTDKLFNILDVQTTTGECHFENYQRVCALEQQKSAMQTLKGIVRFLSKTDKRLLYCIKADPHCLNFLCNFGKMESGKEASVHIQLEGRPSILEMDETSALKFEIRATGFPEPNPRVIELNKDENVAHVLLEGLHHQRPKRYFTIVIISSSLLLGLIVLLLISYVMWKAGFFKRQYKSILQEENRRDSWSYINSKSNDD
# VLA-4 agonist: enhancers of LDV-FITC binding to VLA-4 integrin, primary screen, Jurkat cells, flow cytometry; activation, % at 10 µM (by protocol); 24,000 tested, under 10 active; AID 528, 2006; Integrin alpha-4 (Homo sapiens), P13612;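 active = fluorescent ligand binding to cells raised by more than 40% of the manganese-induced maximum; inconclusive = compound's own fluorescence above 85% of the ligand control signal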;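 also: 0% = ligand binding without compound and 100% = manganese-stimulated maximal binding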
# Prostate diff: activators of LNCaP prostate cell differentiation, primary screen, flow cytometry side scatter; 4 d; side scatter shift, % at 10 µM; 0.56% of 24,000 active; AID 795, 2007;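 active = side scatter shift above 30%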;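 also: androgen-responsive LNCaP prostate cancer cells in charcoal-stripped serum medium; percent of cells past a gate set so DMSO wells show 10% shift; higher shift means more granular cells and more differentiation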
# Jurkat autofluor: compound autofluorescence on Jurkat cells, primary screen, artefact control for VLA-4 allosteric ligand project, cell-based, flow cytometry | 0.61% of 24,000 active | AID 576, 2007 | hits give high values; 1 = vehicle-only cell background | fluorescence ratio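 (tested at 10 µM compound in the well)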;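 active = fluorescence ratio above 2.44, which is 1 plus 3 SD of all ratios; inconclusive = signal too bright to measure linearly, ratio around 10 or more; inactive = fluorescence ratio below 2.44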;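 also: green fluorescence of cells measured with 488 nm excitation and 530 nm emission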
# * hit, by the source's call; ? = inconclusive.
SMILES,VLA-4 antagonist,VLA-4 agonist,Prostate diff,Jurkat autofluor
CN1CCN(CCCNC(=O)c2cc3c(=O)oc4ccccc4c3s2)CC1,?,?,9,1.2
Cc1cccc2nc(Cn3c(=O)n(CCC(=O)NCc4ccco4)c(=O)c4sccc43)cc(=O)n12,19,-5,12,1
COC(=O)CNS(=O)(=O)c1ccc(Cc2ccc(S(=O)(=O)NCC(=O)OC)cc2)cc1,-18,12,10,0.85
Cc1cccc(Cn2c(N(C)CCO)nc3c2c(=O)[nH]c(=O)n3C)c1,7,1,3,0.98
COc1cc(C2C(C#N)=C(N)Oc3n[nH]c(-c4ccccn4)c32)cc(OC)c1OC (configuration not stated),-2,-1,2,1.1
CCc1nnc(NC(=O)CSc2nnc(-c3ccoc3C)n2CC(C)C)s1,-8,-6,4,1
CC(C(=O)N1CCCCC1)n1sc2ccccc2c1=O (configuration not stated),-12,-9,8,0.99
Cc1cc(NC(=O)COc2ncnc3sc(C)c(C)c23)no1,-10,4,27,0.97
CCOC(=O)N1CCN(C(=O)CSc2nnc(CNC(=O)c3c(F)cccc3Cl)o2)CC1,6,2,7,0.98
CC(C)(C)SCCNC(=O)CN1C(=O)c2ccccc2S1(=O)=O,-4,-1,6,0.97
CCOCCCNC(=O)CN1C(=O)CSc2ccccc21,0,0,9,0.98
CCOc1ccc(C(CC(=O)O)NS(=O)(=O)c2ccc(C)cc2)cc1OC (configuration not stated),-15,3,16,1

# Arranged by SMILES length (falling): part of the list above.
SMILES,VLA-4 antagonist,VLA-4 agonist,Prostate diff,Jurkat autofluor
COC(=O)CNS(=O)(=O)c1ccc(Cc2ccc(S(=O)(=O)NCC(=O)OC)cc2)cc1,-18,12,10,0.85
COc1cc(C2C(C#N)=C(N)Oc3n[nH]c(-c4ccccn4)c32)cc(OC)c1OC (configuration not stated),-2,-1,2,1.1
CN1CCN(CCCNC(=O)c2cc3c(=O)oc4ccccc4c3s2)CC1,?,?,9,1.2

# Additional compounds follow.
SMILES,VLA-4 antagonist,VLA-4 agonist,Prostate diff,Jurkat autofluor
O=C(NCCN1CCN(c2ccccc2)CC1)c1cccn2c(=O)c3ccccc3nc12,?,?,0,1.4
COCCCn1c(SCC(=O)N2CCc3ccccc32)nnc1-c1ccoc1C,2,-2,7,1.1
Nc1nc(CSCc2ccccc2)nc(N2CCOCC2)n1,-8,0,10,1
CCOc1ccc(N(CC(=O)NCc2cccc(OC)c2)S(=O)(=O)c2c(C)noc2C)cc1,-17,-1,6,0.98
CN1CCN(C(=O)C2CCC(CNS(=O)(=O)c3cccc4cccnc34)CC2)CC1 (configuration not stated),?,?,1,1.1
CCOc1ccc(N(CC(=O)NCC2CCCO2)S(=O)(=O)c2ccc(OC)c(OC)c2)cc1 (configuration not stated),3,-5,9,1
COc1ccc(-n2nnc3c(SCC(=O)NCc4ccco4)ncnc32)cc1,17,-2,5,1.2
Cc1nc2ccccc2c(=O)n1CC(=O)N1CCOCC1,-2,-1,14,1.1
Cc1csc2nc(CNS(=O)(=O)c3cccnc3)cn12,-5,2,4,1.1
COc1ccc(-n2c(SCC#N)nc3ccccc3c2=O)cc1,-30,1,6,1
CC1(C)CC(=O)C(C=NCC2CCNCC2)=C(O)C1,-15,4,5,0.9
O=C1CCCN1Cc1ncnn1-c1ccccc1,-8,-2,9,1
Cn1c(-c2ccccc2)cnc1SCc1nc2ccccc2c(=O)[nH]1,0,0,2,1.1
O=c1c2ccccc2nnn1CSc1nc2cc(Cl)ccc2c(=O)n1Cc1ccco1,-25,2,8,1
NC(=O)c1sc2nc3c(c(-c4ccco4)c2c1N)CCC3,-3,-12,7,1.4
C=CCn1c(=O)c(C(=O)Nc2ccccc2C(=O)OCC)c(O)c2ccccc21,-22,4,9,1.1
COc1ccc(C(=O)NCc2nc3ccccc3[nH]2)cc1OC,-1,-1,3,1
O=C(Cn1cc2c(n1)CCCC2)N1CCc2ccccc21,1,1,15,1
O=C1c2oc3ccccc3c(=O)c2C(c2cccc(O)c2)N1CCCN1CCOCC1 (configuration not stated),?,?,9,0.85
Cn1c(-n2c(-c3ccco3)nc3ccccc3c2=O)nc2ccccc21,8,-3,4,1
NC(=O)NC1CCCc2c1[nH]c1ccc(Cl)cc21 (configuration not stated),-15,-4,0,1.1
O=C(CN1CCN(S(=O)(=O)c2ccc(Br)cc2)CC1)Nc1ccc2c(c1)OCCO2,6,-2,11,1.1
O=c1c2ccccc2nc2ccc(NCc3ccco3)nn12,?,?,16,1.5
O=C(O)c1ccc(CS(=O)(=O)c2cccc(C(F)(F)F)c2)o1,-27,0,13,0.99
CCN(CC)S(=O)(=O)c1ccc(F)cc1,-13,1,0,1
CCOC(=O)C1CCCN(C(=O)c2cc3c(-c4cccc(OC)c4)nn(C)c3s2)C1 (configuration not stated),16,-11,8,1.4
O=C(CCCCn1c(=O)c2ccccc2n(CC(=O)NC2CCCC2)c1=O)NCc1ccco1,?,-12,11,1.1
COc1ccc(S(=O)(=O)N(CC(=O)N2CCN(c3ccccc3OC)CC2)c2ccccc2)cc1,4,-4,18,0.94
c1cncc(-c2nc3ccccn3c2Nc2ccc3c(c2)OCCO3)c1,-5,-1,6,1
COc1ccc(N2CCN(CCCNS(=O)(=O)c3ccc4c(c3)oc(=O)n4C)CC2)cc1,?,?,10,1.6
Cc1ccc(CC2SC(=O)NC2=O)cc1Cl (configuration not stated),9,-13,23,1.1
CCOCCCNC(=O)C(NC(=O)c1cnccn1)c1ccc(OC)cc1 (configuration not stated),-9,3,4,1.1
Cc1cn2c(-c3ccncc3)nnc2s1,-6,1,7,1
O=C(CCc1nc(-c2ccccc2F)no1)NC1CCN(Cc2ccccc2)CC1,-21,15,15,0.86
COc1ccc(CNC(=O)C2CCCN(S(=O)(=O)c3c(C)nn(C)c3C)C2)cc1 (configuration not stated),-3,0,5,1
COc1ccccc1N1CCN(C(=O)CCNS(=O)(=O)c2ccc(Br)s2)CC1,-2,2,8,1.1

# At a glance, part of the list above.
SMILES,VLA-4 antagonist,VLA-4 agonist,Prostate diff,Jurkat autofluor
CCN(CC)S(=O)(=O)c1ccc(F)cc1,-13,1,0,1
CCOC(=O)C1CCCN(C(=O)c2cc3c(-c4cccc(OC)c4)nn(C)c3s2)C1 (configuration not stated),16,-11,8,1.4

# New compounds follow.
SMILES,VLA-4 antagonist,VLA-4 agonist,Prostate diff,Jurkat autofluor
C/C(=C\c1ccco1)C1C(C#N)=C(N)OC2=C1C(=O)CC(C)(C)C2 (configuration not stated),-2,-2,1,1.1
O=C(CCN1C(=O)C2C3C=CC(C3)C2C1=O)N1CCN(c2ccc(F)cc2)CC1 (configuration not stated),21,4,0,0.99
CCOC(=O)C1CCCN(C(=O)c2ccc(CNc3c(N4CCC(C)CC4)c(=O)c3=O)cc2)C1 (configuration not stated),20,-4,7,0.96
COC(=O)c1sc(NC(=O)COc2ccccc2OC)nc1C,-2,-2,8,0.97
CCOCCCNC(=O)C(NC(=O)c1ccc2c(c1)OCO2)c1ccc(OC)cc1 (configuration not stated),-1,2,2,1
Nc1nc(Cn2nnc(-c3ccccc3Cl)n2)nc(N2CCOCC2)n1,1,0,7,1.1
CC(=O)Nc1ccc(Cl)cc1C(=O)O,-1,-1,7,0.98
Cc1nn(-c2ccc(F)cc2)c2sc(C(=O)OCC(=O)N3CCC(C)CC3)cc12,-11,1,2,1.1
CCN(CCCNC(=O)CCNC(=O)Cn1cnc2ccccc2c1=O)c1cccc(C)c1,-11,1,6,1
CC(OC(=O)CNC(=O)C12CC3CC(CC(C3)C1)C2)C(=O)Nc1ccc(N2CCOCC2)cc1 (configuration not stated),-14,2,9,1.1
COc1ccc(-c2nnc(SC(C)C(=O)Nc3nccs3)n2-c2ccccc2)cc1OC (configuration not stated),4,3,13,1.1
O=C(O)c1ccc(COc2c(F)c(F)c(F)c(F)c2F)o1,-2,2,15,1.1
Cc1ccc(-c2nnc3c4ccccc4c(C)nn23)cc1S(=O)(=O)N1CCN(C)CC1,6,-10,7,1.1
CC(C)c1ccc(S(=O)(=O)N2CCN(CCC(=O)Nc3ccc(N(C)C)cc3)CC2)cc1,3,-7,4,1.1
CCc1ccc(C2CC(c3ccccc3)Nc3nc(N)nn32)cc1 (configuration not stated),26,-4,3,1.2
O=C(C1CCCN(S(=O)(=O)c2cccc3nsnc23)C1)N1CCN(c2ccccn2)CC1 (configuration not stated),-17,17,6,0.81
CCc1nc(N)nc(N)c1-c1ccc(Cl)cc1,-7,0,8,0.96
CCS(=O)(=O)N1CCCC(C(=O)NCc2ccc3c(c2)OCO3)C1 (configuration not stated),-1,6,1,1
CCC(=O)NC(c1ccccc1)c1nc2ccccc2[nH]1 (configuration not stated),0,1,4,0.98
Cn1c(=O)oc2cc(S(=O)(=O)NCCC(=O)N3CC=C(c4ccccc4)CC3)ccc21,-1,-5,9,1.1
Cc1oc(-c2ccc(Cl)cc2)nc1CSCC(=O)NCCCN1CCOCC1,26,-5,10,1.1
O=C(Cn1cc2c(n1)CCCCC2)NCc1ccccc1,5,10,2,0.84
CC(=O)N1CCc2cc(S(=O)(=O)NC(CC(C)C)C(=O)N3CCn4c3nc3ccccc34)ccc21 (configuration not stated),-13,3,6,1
COc1cc(C)c(S(=O)(=O)Nc2ccc(CC(=O)O)cc2)cc1C,-2,-2,6,1
CCC(=O)N1CCc2cc(S(=O)(=O)NCCCN(CC)Cc3ccccc3)ccc21,-5,2,13,0.89
Cc1ccc(CNC(=O)C2CCN(S(=O)(=O)c3cccs3)CC2)o1,-16,8,6,1
CCCCN(CC)C(=O)CN(C)S(=O)(=O)c1cccc2nsnc12,-14,-1,13,1.1
COC(=O)c1ccc(-c2nc(-c3ccc(Br)o3)no2)cc1,-6,3,5,1.1
COc1ccc(-c2cc(CCCC(=O)NCc3ccccn3)no2)cc1,12,-7,1,1.1
COc1ccccc1C(=O)N(CN1CCCC1=O)c1cccc(Cl)c1,-14,4,14,0.92
CCn1c(C(=O)N2CCC(Cc3ccccc3)CC2)cc2sccc21,-11,-3,8,1.1
Cc1noc(/C=C/c2ccco2)c1S(=O)(=O)N1CCC(C(=O)NCc2ccco2)CC1,15,-11,11,1.1
COC(=O)CCc1c(C)c(C#N)c2nc3ccccc3n2c1N1CCCC1,-6,-2,13,1
NC(=O)CCCCC(=O)OCCCc1cccs1,-7,-11,11,1.1
CC12CCCCC1c1ccccc1C(=NCC(=O)O)N2 (configuration not stated),-5,-4,1,1
Cn1cccc1Cc1nnc(SCC(=O)Nc2ccc3c(c2)OCCO3)n1CCc1ccccc1,8,0,8,1.1

# Rewritten with tabs: entries from further up
SMILES	VLA-4 antagonist	VLA-4 agonist	Prostate diff	Jurkat autofluor
COC(=O)c1ccc(-c2nc(-c3ccc(Br)o3)no2)cc1	-6	3	5	1.1
COc1ccc(-c2cc(CCCC(=O)NCc3ccccn3)no2)cc1	12	-7	1	1.1
COc1ccccc1C(=O)N(CN1CCCC1=O)c1cccc(Cl)c1	-14	4	14	0.92
CCn1c(C(=O)N2CCC(Cc3ccccc3)CC2)cc2sccc21	-11	-3	8	1.1
Cc1noc(/C=C/c2ccco2)c1S(=O)(=O)N1CCC(C(=O)NCc2ccco2)CC1	15	-11	11	1.1
COC(=O)CCc1c(C)c(C#N)c2nc3ccccc3n2c1N1CCCC1	-6	-2	13	1
NC(=O)CCCCC(=O)OCCCc1cccs1	-7	-11	11	1.1

# (further entries)
SMILES,VLA-4 antagonist,VLA-4 agonist,Prostate diff,Jurkat autofluor
CC(=O)NCCn1c(SCc2ccccc2F)nc2ccccc2c1=O,7,0,2,1
COc1ccc(NC(=O)C2CCCN(S(=O)(=O)c3cccc4cccnc34)C2)cc1 (configuration not stated),0,-5,6,1
O=C(O)Cn1cc2c(n1)CCCC2,-17,2,1,1
CCOC(=O)CSc1nnc(CNC(=O)c2cccs2)n1-c1cccc(C)c1,-15,-5,18,1
CC1(C)CC(CCNC(=O)c2ccc(-n3cnnn3)cc2)CC(C)(C)N1,-16,-2,2,0.96
Cc1nc2c(C(=O)NCCc3ccccc3)c[nH]n2c(=O)c1Cl,-3,4,2,1.1
CCOC(=O)N1CCN(C(=O)CN(c2ccc(C)cc2)S(=O)(=O)c2c(C)noc2C)CC1,-4,-2,6,1
COc1ccc(NC(=O)C(c2ccc(OC)cc2)N(C)C(=O)CNC(C)=O)cc1 (configuration not stated),-3,4,6,0.98
COc1ccc(N2CCN(c3nc4c(c(=O)[nH]c(=O)n4C)n3Cc3ccccc3Cl)CC2)cc1,-1,-1,10,1.1
Cc1nc2sc(C(c3ccco3)N3CCC4(CC3)OCCO4)c(O)n2n1 (configuration not stated),?,?,13,1.1
CCN(CC)c1ccc2c(C)c(-c3ccc(N)cc3)c(=O)oc2c1,12,-22,2,1.1

# High-throughput results as filed in PubChem.

# This is a subset; rates above refer to the full screens.
